# High-throughput results as filed in PubChem.
# HCMV inh – inhibitors of human cytomegalovirus | HFF cells, HCMV-luciferase reporter, 72 h; hits give low values | activity change, negative = inhibition, % at 57.5 µM | 410,000 compounds, 4.5% hits | AID 1259415; in the data active = activity change below about -60%; inconclusive = no clear call, values can overlap the other calls; inactive = above about -39%
#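 Two compound doses tested in HFFs infected with HCMV-luciferase, MOI 1 PFU/cell, 72 h at 37C. Lysate luminescence read with OneGlo; data normalized against buffer-only and 10uM Salinomycin inhibitor controls.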
# AmpC inh detg – blocks E. coli AmpC beta-lactamase in detergent assay. P00811. AmpC hydrolysis of nitrocefin, absorbance 480 nm, 0.01% Triton. Potency, µM (series often up to 114 µM), without a hit: at the highest dose activity change, negative = inhibition, usual class: inhibitors. 370,000 compounds, 0.041% hits. AID 485294; active = well fitted inhibition curve with a large enough effect; inconclusive = small, poorly fitted or top-dose-only effect;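 also: potency is read from the fitted curve at half-maximal effect; 0% = no-compound wells and -100% = no-enzyme wells; nearly all actives have a fitted effect of over 25% in size; some results filed as inactive show a strong effect at the top dose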
# Target sequence (P00811 whole entry, looked up): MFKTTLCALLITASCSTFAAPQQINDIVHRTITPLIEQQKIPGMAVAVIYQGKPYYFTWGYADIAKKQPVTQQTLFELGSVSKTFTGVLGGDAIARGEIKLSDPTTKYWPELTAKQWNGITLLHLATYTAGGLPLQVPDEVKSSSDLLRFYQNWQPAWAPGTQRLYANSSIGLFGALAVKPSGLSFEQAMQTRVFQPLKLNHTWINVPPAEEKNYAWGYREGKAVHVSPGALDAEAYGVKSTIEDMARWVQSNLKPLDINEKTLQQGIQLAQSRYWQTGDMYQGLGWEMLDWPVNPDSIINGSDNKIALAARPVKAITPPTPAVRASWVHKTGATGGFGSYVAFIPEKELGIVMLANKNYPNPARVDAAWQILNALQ
#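 20 mM phosphate pH 7.0 + 0.01% (detergent screen) or 0.0001% Triton X-100; 5.3 nM AmpC reagent; cpd preinc 15 min RT; nitrocefin (800 uM stock) to start; A480 q20 s × 4 min; Activity was normalised to no-enzyme and no-compound control wells.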
# Active calls of the source: *; ? = inconclusive; + = active, no number; [ ] = dose if it differs, or a comment. Unless noted, % is scaled to controls: 0 for no effect and ±100 for the full control effect.
SMILES,HCMV inh,AmpC inh detg
CSc1nc(=O)c2c(n1C)NC(=O)CC2c1ccccc1OC(C)C (stereo not given),-11,6%
COc1ccc(CCNC(=O)C2=C(C)C(=O)OC23CCCCC3)c(OC)c1OC,9,23%
O=C(COc1ccccc1Cl)N1CCN(CCc2ccncc2)CC1,21,19%
CC(=O)c1ccc(NS(=O)(=O)c2cccc(S(=O)(=O)c3ccc(Cl)cc3)c2)cc1,57,-12%
CN1C(=O)Cc2cc(S(=O)(=O)CCC(=O)Nc3cccc(C(F)(F)F)c3)ccc21,-4,-1%
CCOC(=O)c1ccc(NC(=O)CCc2c(C)nc3c(c(C)nn3C(C)(C)C)c2C)cc1,-13,2%
CCc1ccc(NC(=O)CC2C(=O)N(c3ccc(OC)cc3)C(=O)N2Cc2ccc(OC)cc2)cc1 (stereo not given),?,-4%
Cc1cc(C)c(NC(=O)CN2C(=O)c3cccnc3Sc3ccccc32)c(C)c1,32,-1%
CCOC(=O)c1cc2c(=O)n3ccccc3nc2n(Cc2ccco2)c1=NC(=O)c1cccc(C)c1,-3,4%
C=C(C)CSc1nc2sc3c(c2c(=O)n1CCCC)CCCC3,20,14%
COc1ccc(-c2nc3sc(CCNC(=O)C(=O)Nc4cc(F)ccc4F)c(C)n3n2)cc1,-12,-3%
CC(C)c1ccc2c(c1)NC(c1ccncc1)=NC(c1cccs1)=N2,15,16%
Cc1ccc(OCC(=O)OCc2cc(=O)n3nc(-c4cccs4)sc3n2)cc1,30,23%
Cc1cccc(N2CCN(C(=O)CN3C(=O)CSc4c3c(C)nn4-c3ccccc3)CC2)c1C,0,-2%
COc1ccccc1-c1noc(-c2ccc(N3CCN(c4ccccc4)CC3)c([N+](=O)[O-])c2)n1,-6,15%
COc1ccc(NC(=O)c2ccc3c(c2)c(C)c(C)n3Cc2ccc(F)cc2)c(OC)c1,+,7%
CSc1ccc(CCNc2ncnc3onc(C)c23)cc1,-65*,-6%
Cc1ccccc1CN1CCC(CNC(=O)c2cc3ccc4cccnc4c3[nH]2)CC1,-35,5%
COc1ccc(-c2cc(OC(=O)c3ccccc3Cl)c3c(C)oc(C)c3c(=O)c2)cc1OC,-6,12%
CCN(CC)C(=O)CSc1nc2cc3c(cc2c(=O)n1Cc1ccc(C(=O)NCCc2ccc(OC)c(OC)c2)cc1)OCO3,-83*,6%
COc1ccc(CCNC(=O)c2nc(SCc3ccc(F)cc3)ncc2Cl)cc1OC,?,-4%
CC(C)c1cnc2c(c1SCC(=O)Nc1ccc(OC(F)(F)F)cc1)c(=O)n(C)c(=O)n2C,9,13%
CC(C)c1ccc(NC(=O)Cn2c(=O)n(CC3CCC(C(=O)NCCc4ccccc4)CC3)c(=O)c3ccccc32)cc1 (stereo not given),35,-1%
COc1ccccc1CCNC(=O)c1cccn1-c1nnc(N2CCCCC2)s1,-14,0%
COc1ccc(OC)c(Nc2cc(C(=O)NCc3ccccc3)c3ccccc3n2)c1,?,?
CC(NC(=O)c1ccc(Nc2nc3ccccc3n3nnnc23)cc1)c1ccccc1 (stereo not given),-18,20%
CCc1ccc(-n2cnc3cc(C(=O)NCc4ccc(C)cc4)ccc32)cc1,-13,-2%
COc1ccc(-c2cc(C(=O)O)n(Cc3ccccc3)n2)cc1,4,-3%
CCCCNC(=O)Cn1c(=O)cc(C)c2c(C)nn(-c3cccc(Cl)c3C)c21,15,5%
COc1ccc2oc(=O)c(C(=O)NCCc3c(C)[nH]c4c(Cl)cccc34)cc2c1,-7,3%
Cc1ccc(CNc2nc3c(c(=O)n(C)c(=O)n3C)n2Cc2ccc(Cl)cc2)cc1,8,14%
COc1ccc(Nc2nc(-c3ccccc3)c3cc(Br)ccc3n2)cc1,-61*,11%
CC1=C(C(=O)Nc2cccc(F)c2)C2(CCCCC2)OC1=O,-35,-3%
CC1=C(c2ccc(F)cc2)S(=O)(=O)NC1=NCc1ccccc1F,-18,0%
CCc1nn2c(=O)cc(COC(=O)c3cccs3)nc2s1,16,19%
CCOC(=O)c1cnc2cc(-c3ccc(Cl)cc3)nn2c1-c1ccccc1,-15,8%
Cc1ccc(-n2c(=O)c3cccnc3n2CC(=O)NCc2ccc(Cl)cc2)cc1,22,3%
Cc1ccc(Cl)cc1NC(=O)CSCc1cnn(-c2ccccc2)c1-n1cccc1,-16,24%
CC1=C(C(=O)NCc2cccc(Cl)c2)C2(CCCCCC2)OC1=O,?,-3%
Cc1ccc(Cn2c(C)c(CNCc3ccc(OC(C)C)cc3)c(C(=O)O)c2C)cc1,19,-1%
COc1cccc(NC(=O)CSc2nc(=O)n(Cc3ccccn3)c3c2CCC3)c1,-16,0%
CCN(C(=O)c1cc2c(Cl)nc3ccc(C)cc3c2s1)c1cc(OC)ccc1OC,-36,6%
CCc1ccccc1NC(=O)C(=O)c1cc(C)n(-c2ccccc2F)c1C,8,18%
Cc1ccc(Cl)cc1NC(=O)CC1Sc2ccccc2NC1=O (stereo not given),-8,9%
CCN(CC)c1ccc(NS(=O)(=O)c2ccc(-c3coc(C)n3)cc2)c(C)c1,-17,-7%
Cc1ccc2nc(NC(=O)CSc3nccn3-c3ccc(Cl)cc3)sc2c1,41,-2%
CCOc1ccc(CCNC(=O)c2ccc(-c3nc(CSc4ccccc4)c(C)o3)cc2)cc1,11,15%
Cc1cc2nc(-c3ccc(OCc4ccc(F)cc4)cc3)cc(C(F)(F)F)n2n1,12,-5%
COc1ccccc1CCNC(=O)Cc1ccc(NC(=O)N2CCSc3ncccc32)cc1,0,3%
CCOc1cccc2sc(N(Cc3cccnc3)C(=O)c3ccco3)nc12,0,0%
# New compounds follow.
SMILES,HCMV inh,AmpC inh detg
O=C1CC(c2cccc(Cl)c2Cl)c2cc3c(cc2N1)OCCO3 (stereo not given),-29,15%
CCN(CC)C(=O)C1=CC(c2ccc3c(c2)OCO3)=NS(=O)(=O)N1C,17,3%
CC(C)CCNC(=O)[C@@H](c1ccccc1)N1Cc2ccccc2C1=O,-1,-11%
CCOc1ccc(C(c2c(C)[nH]n(-c3ccccc3)c2=O)c2c(C)[nH]n(-c3ccccc3)c2=O)cc1OC,13,3%
COc1ccc(CCNC(=O)c2ccc3c(c2)CCN3S(=O)(=O)c2ccccc2)cc1OC,?,-3%
O=C(NCCN1CCN(c2ccccc2F)CC1)C1COc2ccccc2C1 (stereo not given),6,?
Cn1c(=O)oc2cc(S(=O)(=O)NCCC(=O)Nc3ccc(F)c(Cl)c3)ccc21,10,8%
COc1cccc(CSc2nc3ccccc3c3nc(CCn4c(C)nc5ccccc54)nn23)c1,16,9%
CCn1c2c(c(=O)n3ncc(C(=O)N4CCN(c5ccccc5)CC4)c13)CN(Cc1ccc(OC)cc1)CC2,18,-1%
COc1ccc(N2CCN(C(=O)c3nn(-c4ccc(C)cc4)c(=O)n(C)c3=O)CC2)cc1,-4,-6%
COc1ccc(C2C(C(N)=O)=C(C)Nc3nc(CCCO)nn32)c(OC)c1 (stereo not given),11,24%
Cc1ccc(NC(=O)CN2C(=O)C(C)(C)c3ccccc32)cc1,3,4%
CCCc1nn2c(=O)cc(COC(=O)c3cccc(NC(=O)CCc4ccccc4)c3)nc2s1,-22,4%
COc1ccccc1CNC(=O)CCn1c(=O)c2ccccc2n(CC(=O)Nc2ccc(Br)cc2F)c1=O,-12,24%
Cc1cc(C)c(Cn2c(C(O)c3ccccc3)nc3ccccc32)c(C)c1 (stereo not given),?,8%
CCN(CC)c1nc2c(S(=O)(=O)c3ccc(C)cc3)nnn2c2ccsc12,12,4%
Cc1ccc(OCc2ccc(-c3nc(C#N)c(N4CCC(C)CC4)o3)o2)cc1,-14,26%
Cc1ccc(CNCc2ccccc2)s1,1,-3%
COc1ccc(C2=C(C)C(N3CCC(C(=O)NCc4ccco4)CC3)=NS2(=O)=O)cc1,-4,-1%
O=C(CCn1c(=O)c2ccccc2n(CC(=O)Nc2cccc(F)c2)c1=O)NCCc1ccccc1,3,10%
COc1ccccc1CN1C(=O)CN(C2CCCCCC2)C(=O)C1c1ccc(C)cc1 (stereo not given),?,9%
CCOC(=O)Cc1ccc(NC(=O)NCc2cccn2Cc2ccccc2)cc1,-23,1%
Cc1cc(-n2c(SCc3ccccc3F)nc3[nH]ncc3c2=O)ccc1Cl,-64*,8%
Cc1c(C(=O)Nc2ccc(F)cc2)sc2nc[nH]c(=O)c12,67,-6%
CCOc1ccc(CCNC(=O)CCCn2c(=O)c3cccn3c3ccccc32)cc1,-36,11%
COc1ccc(OC)c(NC(=O)c2ccc3c(SCC(=O)O)c4c(nc3c2)CCCC4)c1,-11,-13%
CCOc1ccc(-c2nc(C#N)c(NCCCOC)o2)cc1,14,8%
Cc1ccc(CNC(=O)C(=O)NCC(c2cccs2)S(=O)(=O)c2cccs2)cc1 (stereo not given),1,0%
Cc1ccc(C(=O)Nc2ccccc2)cc1S(=O)(=O)N1CCCC1,11,5%
CCCN(CCC)CCNC(=O)CN1C(=O)COc2ccc(S(=O)(=O)N3CCC(C)CC3)cc21,-5,12%
CC1=C(C(=O)N2CCN(c3ccccc3)CC2)C2(CCCCC2)OC1=O,-37,27%
COc1ccccc1CNC(=O)c1oc2c(c1C)-c1nn(Cc3ccc(Cl)cc3)cc1CC2,10,3%
CC(C)(C)c1ccc(-c2noc(CCC(=O)Nc3cccc(Cl)c3)n2)cc1,-89*,14%
CCc1ccccc1NC(=O)Cn1nnc(-c2nc(-c3ccncc3)no2)c1N,?,6%
CCc1ccccc1NC(=O)CSc1nc2ncccc2o1,11,3%
CCOc1cc(C(=O)NCc2ccc3c(c2)CCN3C(=O)c2ccc(F)cc2)cc(OCC)c1OCC,-5,-9%
CCOc1ccc(NCc2cccn2-c2nnc(N3CCC(C(=O)NCCc4ccc(OCC)c(OCC)c4)CC3)s2)cc1,-80*,35%[activator]
O=C(NCCc1ccc(Cl)cc1)c1cc(-c2ccc(Cl)cc2)n[nH]1,5,5%
CCc1nccn1S(=O)(=O)c1cc(Br)ccc1Br,4,-1%
O=c1c2cc3c(cc2n(Cc2cccc(F)c2)c(=O)n1Cc1nc(-c2ccccc2)no1)OCO3,-1,3%
COCc1cc(C)nc2c1C(=O)NC(c1ccc(C)cc1)N2Cc1ccccc1 (stereo not given),-2,5%
COc1ccc2c(c1)Cc1sc(NC(=O)c3cccc(C)c3)nc1-2,-70*,3%
COc1ccc(OC)c(/C=C/c2nc3ccccc3c(=O)n2-c2ccc(F)c(Cl)c2)c1,13,2%
COc1ccc(-n2c(=O)c3c4c(sc3n(Cc3c(F)cccc3Cl)c2=O)CN(C(C)=O)CC4)cc1OC,9,8%
COc1cc(NC(=O)CN2C(=O)c3ccccc3Sc3ccc(C(=O)N4CCCC4)cc32)cc(OC)c1,-8,7%
Cc1ccc(-c2nc3ccccn3c2Nc2ccc3c(c2)OCCO3)o1,30,?
CCc1cccc(NC(=O)c2cn3c4c(ccc(Cl)c4c2=O)OC(C)C3)c1 (stereo not given),-11,-4%
COc1cccc(C(=O)c2c(N)c(-c3nc(-c4ccccc4)cs3)c3ccccn23)c1,13,18%
CC(C)c1ccc(NC(=O)c2ccc(F)c(S(=O)(=O)N3CCCCCC3)c2)cc1,?,3%
Cc1ccc(Cn2ccnc2SCC(=O)Nc2ccc3c(c2)OCO3)cc1,-29,-1%
COc1cc(C2c3c(oc4cc(C)c(C)cc4c3=O)C(=O)N2CCCN2CCOCC2)ccc1O (stereo not given),-10,15%

# Structural class: those above containing an aryl thioether with sulfur outside any ring.
SMILES,HCMV inh,AmpC inh detg
CSc1nc(=O)c2c(n1C)NC(=O)CC2c1ccccc1OC(C)C (stereo not given),-11,6%
C=C(C)CSc1nc2sc3c(c2c(=O)n1CCCC)CCCC3,20,14%
CSc1ccc(CCNc2ncnc3onc(C)c23)cc1,-65*,-6%
CCN(CC)C(=O)CSc1nc2cc3c(cc2c(=O)n1Cc1ccc(C(=O)NCCc2ccc(OC)c(OC)c2)cc1)OCO3,-83*,6%
COc1ccc(CCNC(=O)c2nc(SCc3ccc(F)cc3)ncc2Cl)cc1OC,?,-4%
CC(C)c1cnc2c(c1SCC(=O)Nc1ccc(OC(F)(F)F)cc1)c(=O)n(C)c(=O)n2C,9,13%
COc1cccc(NC(=O)CSc2nc(=O)n(Cc3ccccn3)c3c2CCC3)c1,-16,0%
Cc1ccc2nc(NC(=O)CSc3nccn3-c3ccc(Cl)cc3)sc2c1,41,-2%
CCOc1ccc(CCNC(=O)c2ccc(-c3nc(CSc4ccccc4)c(C)o3)cc2)cc1,11,15%
COc1cccc(CSc2nc3ccccc3c3nc(CCn4c(C)nc5ccccc54)nn23)c1,16,9%
Cc1cc(-n2c(SCc3ccccc3F)nc3[nH]ncc3c2=O)ccc1Cl,-64*,8%
COc1ccc(OC)c(NC(=O)c2ccc3c(SCC(=O)O)c4c(nc3c2)CCCC4)c1,-11,-13%
CCc1ccccc1NC(=O)CSc1nc2ncccc2o1,11,3%
Cc1ccc(Cn2ccnc2SCC(=O)Nc2ccc3c(c2)OCO3)cc1,-29,-1%

# Retrieved by compound from above:
SMILES,HCMV inh,AmpC inh detg
COc1ccc2c(c1)Cc1sc(NC(=O)c3cccc(C)c3)nc1-2,-70*,3%
COc1cc(C2c3c(oc4cc(C)c(C)cc4c3=O)C(=O)N2CCCN2CCOCC2)ccc1O (stereo not given),-10,15%

# A portion of the library; the hit share may differ from the screen's.
